Nrf2 block: blocks Nrf2 signaling; hit rate 2.1% among 360,000; A549 ARE-Fluc reporter, luciferase luminescence, 18-24 h; Potency, µM (doses to about 46 µM), without a hit: top-dose activity change, negative = inhibition, most hits filed as inhibitors; AID 504444; also: potency is read from the fitted curve at half-maximal effect; % is scaled to controls: 0 for no effect and ±100 for the full control effect; nearly all actives have a fitted effect of over 60% in size
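A549 ARE_Fluc cells (5000/well, 5% FBS OPTI-MEM) pre-incubated 2 h, then treated with compounds 18-24 h at 37C/5% CO2 in concentration-response. CellTiter-Fluor viability read first; BugLite luciferase luminescence after 15 min at room temperature gives Nrf2 activity.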
MCF10A rereplic: induces DNA re-replication in MCF 10a normal breast cells; MCF 10A DNA re-replication, Hoechst nuclear intensity, 48 h; Potency, µM (titrated, usually from 46.1 µM), inactives show at the top dose activity, positive = re-replication, actives largely listed as activators; hit rate 2.9% among 350,000; also: potency is read from the fitted curve at half-maximal effect; % of control where 0% means no effect; nearly all actives have a fitted effect of over 50% in size
S2 tox: cell viability loss in ATXN counter-screen. S2 cells (HEK-293 line with an ATXN2-luciferase reporter) viability, CellTiter-Fluor protease fluorescence, 24 h. Potency, µM (highest dose often 56.7 µM), usual class: cytotoxic. hit rate 0.49% among 400,000; also: potency is read from the fitted curve at half-maximal effect; nearly all actives have a fitted effect of over 40% in size
ATXN2 expr inh: inhibitors of ATXN2 expression. HEK-293 ATXN2-luciferase reporter, luminescence, 24 h. Potency, µM (highest dose often 57 µM), for the others: at the top dose activity change, negative = inhibition, most hits filed as inhibitors. hit rate 0.72% among 360,000; also: potency is read from the fitted curve at half-maximal effect; % is scaled to controls: 0 for no effect and ±100 for the full control effect; nearly all actives have a fitted effect of over 55% in size
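qHTS (up to 57 uM final) was run with 24 h compound exposure of reporter cells at 37 °C. Each well was multiplexed: SteadyGlo luminescence measured ATXN2-luciferase expression after a fluorogenic Gly-Phe-AFC viability readout (25 uM final).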
A549 tox: kills or reduces viability of A549 cells in Nrf2 counter-screen; A549 ARE-Fluc cells, CellTiter-Fluor viability, 18-24 h; Potency, µM (highest dose often 46 µM), without a hit: at the top dose activity change, negative = cytotoxicity, actives largely listed as inhibitors; hit rate 0.16% among 390,000; also: potency is read from the fitted curve at half-maximal effect; % is scaled to controls: 0 for no effect and ±100 for the full control effect
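A549 ARE_Fluc cells in 5% FBS OPTI-MEM were exposed to compounds in concentration-response for 18-24 h at 37 deg C. Viability was read by CellTiter-Fluor fluorescence (Ex 405/Em 525) after 30 min, before the luciferase read.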
TGFb SMAD3 inh: TGF-b pathway inhibition; Potency, µM (highest dose often 46.1 µM), for inactives: at the highest dose activity, negative = inhibition, actives largely listed as inhibitors; hit rate 1.2% among 410,000; HepG2 CAGA-GFP TGF-b/SMAD3 reporter, GFP fluorescence, 18 h; TGF-beta stimulated, 500 pg/mL final; also: potency is read from the fitted curve at half-maximal effect; % is scaled to controls: 0 for no effect and ±100 for the full control effect; nearly all actives have a fitted effect of over 65% in size
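Cell-based qHTS in HEPG2 carrying a CAGA-GFP Smad reporter; compounds added before 500 pg/mL final TGF-beta, 18 h incubation at 37 degrees C, GFP fluorescence quantified per cell by imaging cytometry.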
IL1B secr inh: blocks inflammasome-driven IL-1 beta release; THP-1 LPS/ATP IL-1B secretion, AlphaLISA, 16 h; active compounds read low; activity change, % at 57.5 µM; hit rate 4.7% among 360,000; AID 743279; in the data active = activity change below about -50%; inconclusive = mostly about -30% to -49%; also: % is scaled to controls: 0 for no effect and ±100 for the full control effect
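Secreted IL-1B measured by AlphaLISA bead assay after 16 h compound exposure of THP-1 cells; compounds (final up to 57.5 uM) added 1 h before LPS (250 ng/mL) and ATP (1.25 mM) stimulation; lower signal means less secretion.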
Nrf2 ARE act: activates Nrf2 signaling | AREc32 ARE-luciferase reporter (MCF7-derived line), luminescence, 24 h | Potency, µM (top dose mostly 46.1 µM), inactives show at the top dose activation, most hits filed as activators | hit rate 0.31% among 410,000 | AID 624171; also: potency is read from the fitted curve at half-maximal effect; % of control where 0% means no effect; nearly all actives have a fitted effect of over 65% in size
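Luminescent ARE reporter assay in AREc32_Fluc cells: overnight plating at 37 deg C, 24 hr compound incubation, Steady-Glo added, 30 min RT before reading.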
HepG2 viability: kills HepG2 cells in TGF-b inhibitor counter-screen | Potency, µM (series often up to 46.1 µM), for inactives: top-dose activity change, negative = cytotoxicity, actives largely listed as cytotoxic | hit rate 0.76% among 410,000 | HepG2 CAGA-GFP viability, ATP luminescence, 18 h; also: potency is read from the fitted curve at half-maximal effect; some results filed as inactive show a strong effect at the top dose
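CellTiter-Glo luminescence gave cytotoxicity after 18 hours at 37 degrees C. The cells were HepG2 CAGA-GFP in 1% FBS DMEM, stimulated with 500 pg/mL TGF-beta after compound addition. %Activity was normalised to no-cell wells (complete cell-killing) and DMSO (no toxicity), and curves were fitted and classified.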
An asterisk follows results filed as active; i = inactive; ? = inconclusive; . = not tested or not shown; [ ] = dose if it differs, or a comment. Unless noted, calls follow the shape of the dose curve; as a rule, active = well fitted curve in the direction sought with a large enough effect; inconclusive = small, poorly fitted or top-dose-only effect, or another doubt; inactive = no such curve, though single readings can be large; an effect the other way counts as inactive or inconclusive.

1) C=CCOc1nc2c(c(=O)n(C)c(=O)n2C)n1Cc1ccc(Cl)cc1Cl
2) CC1(C)Cc2ccccc2-c2[nH]c(=S)[nH]c(=O)c21
3) COc1ccc(CCNC(=O)c2c(O)nc3cc(C)ccn3c2=O)cc1OC
4) COc1ccc(C2NC(=O)c3ccccc3N2)cc1OC (stereo unspecified)
5) Fc1ccccc1Cc1ccc(Cl)nn1
6) CCOC(=O)C(N)CSC1CC(=O)N(c2ccc(OC)cc2)C1=O (stereo unspecified)
Compound,1,2,3,4,5,6
Nrf2 block,8%,1%,1%,-7%,4%,4%
MCF10A rereplic,0%,-2%,.,?,15%,1%
S2 tox,i,i,i,i,i,?
ATXN2 expr inh,-11%,1%,5%,27%,-13%,?
A549 tox,2%,1%,3%,8%,0%,-3%
TGFb SMAD3 inh,0%,-29%,11%,-2%,-8%,-1%
IL1B secr inh,36,12,.,3,-10,0
Nrf2 ARE act,-1.0%,-0.7%,0.3%,0.1%,0.6%,-0.7%
HepG2 viability,-6%,-19%,-2%,-11%,2%,-31%

7) COc1ccccc1N1CCN(C(c2ccccc2)c2nnc(-c3ccccc3Cl)o2)CC1 (stereo unspecified)
8) COc1ccc(-c2sc3cc(OC)c(OC)cc3c2C#CCO)cc1
9) COc1ccc(Nc2ncc3c(n2)CC(c2ccc(C)cc2)CC3=O)cc1 (stereo unspecified)
10) Cc1ccc(/C=N/Nc2ccc(C(=O)O)cc2)o1
11) CC(C(=O)OCC(=O)Nc1ccc(S(=O)(=O)N2CCCCC2)cc1)N1C(=O)c2ccccc2C1=O (stereo unspecified)
12) Cc1ccc2cc3c(NS(=O)(=O)c4cccc5nonc45)nn(CC(C)C)c3nc2c1
Compound,7,8,9,10,11,12
Nrf2 block,?,-16%,-27%,?,?,25%
MCF10A rereplic,.,7%,19%,-4%,?,1%
S2 tox,i,?,i,i,i,?
ATXN2 expr inh,-15%,-18%,0%,.,4%,13%
A549 tox,-2%,0%,-21%,7%,?,?
TGFb SMAD3 inh,?,-13%,14%,-2%,8%,-5%
IL1B secr inh,.,-23,-3,38,-3,11
Nrf2 ARE act,3.5%,9.3%,-0.8%,4.8%,1.9%,-0.6%
HepG2 viability,-4%,-32%,-4%,-6%,-18%,-18%

13) COc1cc2c(cc1OC)C(C(=O)NCc1ccco1)C(c1cccs1)N(C)C2=O (stereo unspecified)
14) NS(=O)(=O)c1ccc(NS(=O)(=O)c2ccc(NC(=O)c3ccc(-c4ccccc4)cc3)cc2)cc1
15) CCCC12CN(C(=O)c3ccc(OC)cc3)CC(C)(CN(C(=O)c3ccc(OC)cc3)C1)C2=O
16) COc1ccc(-n2nc(C(=O)NCC(=O)NCCCN3CC(C)CC(C)C3)c3ccccc3c2=O)cc1OC (stereo unspecified)
17) COc1ccc(CNc2nccs2)cc1OC
18) O=C(COc1ccc([N+](=O)[O-])cc1)Nc1ccc(CN2CCOCC2)cc1
Compound,13,14,15,16,17,18
Nrf2 block,18%,-16%,10%,9%,-4%,?
MCF10A rereplic,-2%,10%,16%,-3%,-1%,-1%
S2 tox,i,i,?,i,i,i
ATXN2 expr inh,-5%,-31%,11%,-16%,18%,.
A549 tox,2%,-12%,-2%,-18%,2%,12%
TGFb SMAD3 inh,-6%,?,5%,-1%,15%,-2%
IL1B secr inh,35,10,2,-28,18,11
Nrf2 ARE act,4.0%,2.4%,-1.0%,-0.4%,-1.0%,5.3%
HepG2 viability,0%,-31%,-4%,4%,-1%,-11%

19) O=C(c1cccc(S(=O)(=O)N2CCN(c3ccc(F)cc3)CC2)c1)N1CCCC(C(F)(F)F)C1 (stereo unspecified)
20) CCCCn1c(N)c(N(CC(C)C)C(=O)CCNC(=O)c2ccc(Cl)cc2)c(=O)[nH]c1=O
21) C=CCNC(=O)COC(=O)c1ccc(Cl)c(S(N)(=O)=O)c1
22) C/C(=N\NC(=O)c1cccc(S(=O)(=O)Nc2ccccc2Cl)c1)c1ccco1
23) CCN(C[C@H]1N[C@@](C)(C(=O)OC)[C@H]2C(=O)N(C)C(=O)[C@@H]12)C(=O)COc1ccccc1
24) CCC(C)N=C1CC(C)(C)CC(=O)/C1=C(/O)Cc1ccccc1 (stereo unspecified)
Compound,19,20,21,22,23,24
Nrf2 block,4.6µM*,10%,4%,?,?,-8%
MCF10A rereplic,5%,1%,0%,2%,-22%,?
S2 tox,i,i,i,i,i,i
ATXN2 expr inh,?,4%,4%,-5%,-5%,0%
A549 tox,-19%,-7%,5%,-9%,4%,0%
TGFb SMAD3 inh,?,0%,-1%,-1%,-1%,-11%
IL1B secr inh,-17,0,-6,31,1,-2
Nrf2 ARE act,2.8%,-0.2%,2.8%,11%,0.1%,1.7%
HepG2 viability,-17%,-1%,1%,-19%,-18%,-19%

25) Cc1ccc(/C(O)=C2\C(=O)C(=O)N(c3cc(C)on3)C2c2cccc(Br)c2)cc1 (stereo unspecified)
26) C=C(C)Cn1c(SCC(=O)c2ccccc2)nc2sc3c(c2c1=O)CCCC3
27) O=C1OCc2cc(NC(=O)C34CC5CC(CC(C5)C3)C4)ccc21
28) O=S(=O)(NC1CCCCC1N1CCN(c2ccc(F)cc2)CC1)c1ccc(Cl)cc1 (stereo unspecified)
29) Cc1ccccc1NC(C)C(=O)N/N=C/c1c[nH]c2ccccc12 (stereo unspecified)
30) O=C(Nc1ccccc1N1CCOCC1)c1ccc([N+](=O)[O-])cc1
Compound,25,26,27,28,29,30
Nrf2 block,8%,?,7%,-5%,-22%,9%
MCF10A rereplic,-2%,.,12%,13%,11%,1%
S2 tox,i,i,i,i,i,i
ATXN2 expr inh,-5%,153%[activator],10%,-8%,14%,14%
A549 tox,-8%,-2%,6%,0%,-4%,.
TGFb SMAD3 inh,-24%,26%,0%,-20%,-28%,?
IL1B secr inh,47,.,?,69,-15,-8
Nrf2 ARE act,0.4%,-0.1%,4.8%,1.9%,2.3%,-0.7%
HepG2 viability,7%,6%,0%,-12%,-20%,-5%

31) c1cnc2cc(-c3ccsc3)ncc2c1
32) COc1ccc(S(=O)(=O)Nc2cc3c4c(c2)CCN4C(=O)CC3)cc1OC
33) COc1ccc(CNC(=O)c2ccncc2)cc1
34) CCN(CC)C(=O)Cn1nnc(-c2ccc(C)o2)n1
35) CCOC(=O)N1CCN(c2nc(-c3ccc(F)cc3)cs2)CC1
36) Cc1cc(NC(=O)Nc2cc(F)ccc2C)n(C)n1
Compound,31,32,33,34,35,36
Nrf2 block,14%,2%,-23%,11%,-19%,-5%
MCF10A rereplic,5%,8%,11%,-1%,?,2%
S2 tox,i,i,i,i,i,i
ATXN2 expr inh,17%,5%,4%,15%,2%,-7%
A549 tox,-5%,0%,-1%,-9%,-3%,-7%
TGFb SMAD3 inh,-6%,-1%,-6%,0%,-2%,-1%
IL1B secr inh,27,20,11,-10,-11,1
Nrf2 ARE act,?,0.9%,0.2%,-0.2%,0.4%,12%
HepG2 viability,-1%,0%,5%,15%,-38%,-15%

37) Cc1ccc(C2CC(=O)NC(SCCC(C)C)=C2C#N)cc1 (stereo unspecified)
38) FC(F)(F)c1ccc2c3n(nc2c1)CCN=C3c1ccc(Cl)cc1
39) CC(C)CCN1CC(C(=O)NCCC2=CCCCC2)CC1=O (stereo unspecified)
40) COC(=O)c1ccc(CC(=O)c2nc3ccccc3s2)cc1
41) Cc1[nH]c2ccccc2c1C(=O)COC(=O)c1c(-c2c(F)cccc2Cl)noc1C
Compound,37,38,39,40,41
Nrf2 block,-12%,9%,1%,?,?
MCF10A rereplic,6%,9%,2%,2%,?
S2 tox,i,i,i,i,?
ATXN2 expr inh,-17%,14%,46%[activator],18%,?
A549 tox,0%,-1%,1%,-1%,0%
TGFb SMAD3 inh,-28%,?,0%,13%,13µM*
IL1B secr inh,18,4,-21,37,?
Nrf2 ARE act,-0.1%,12%,0.7%,4.1%,2.1%
HepG2 viability,-32%,-17%,-33%,4%,-6%

By substructure, the entries above with a Cl atom
1) C=CCOc1nc2c(c(=O)n(C)c(=O)n2C)n1Cc1ccc(Cl)cc1Cl
5) Fc1ccccc1Cc1ccc(Cl)nn1
7) COc1ccccc1N1CCN(C(c2ccccc2)c2nnc(-c3ccccc3Cl)o2)CC1 (stereo unspecified)
20) CCCCn1c(N)c(N(CC(C)C)C(=O)CCNC(=O)c2ccc(Cl)cc2)c(=O)[nH]c1=O
21) C=CCNC(=O)COC(=O)c1ccc(Cl)c(S(N)(=O)=O)c1
22) C/C(=N\NC(=O)c1cccc(S(=O)(=O)Nc2ccccc2Cl)c1)c1ccco1
28) O=S(=O)(NC1CCCCC1N1CCN(c2ccc(F)cc2)CC1)c1ccc(Cl)cc1 (stereo unspecified)
38) FC(F)(F)c1ccc2c3n(nc2c1)CCN=C3c1ccc(Cl)cc1
Compound,1,5,7,20,21,22,28,38
Nrf2 block,8%,4%,?,10%,4%,?,-5%,9%
MCF10A rereplic,0%,15%,.,1%,0%,2%,13%,9%
S2 tox,i,i,i,i,i,i,i,i
ATXN2 expr inh,-11%,-13%,-15%,4%,4%,-5%,-8%,14%
A549 tox,2%,0%,-2%,-7%,5%,-9%,0%,-1%
TGFb SMAD3 inh,0%,-8%,?,0%,-1%,-1%,-20%,?
IL1B secr inh,36,-10,.,0,-6,31,69,4
Nrf2 ARE act,-1.0%,0.6%,3.5%,-0.2%,2.8%,11%,1.9%,12%
HepG2 viability,-6%,2%,-4%,-1%,1%,-19%,-12%,-17%

41) Cc1[nH]c2ccccc2c1C(=O)COC(=O)c1c(-c2c(F)cccc2Cl)noc1C
Compound,41
Nrf2 block,?
MCF10A rereplic,?
S2 tox,?
ATXN2 expr inh,?
A549 tox,0%
TGFb SMAD3 inh,13µM*
IL1B secr inh,?
Nrf2 ARE act,2.1%
HepG2 viability,-6%
